RXFP1 ag: qHTS Assay for Agonists of the Relaxin Receptor RXFP1; Relaxin receptor 1 (Homo sapiens), Q9HBX9; HEK293T-RXFP1 cAMP TR-FRET, 30 min; response scale: percent of porcine relaxin response, buffer zero; Potency, µM (titrated, usually from 57.5 µM), for the others: at the top dose activation, usual class: activators; AID 2676, 2010; 370,000 tested, 0.3% active; also: potency is read from the fitted curve at half-maximal effect; % is scaled to controls: 0 for no effect and ±100 for the full control effect; nearly all actives have a fitted effect of over 60% in size; many of its hits are not listed in these tables
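HEK293 cells stably expressing RXFP1, treated 30 min at 37C with compounds plus PDE4 inhibitor Ro 20174; cAMP measured by HTRF TR-FRET. Normalized to buffer and 29 nM porcine relaxin; EC50 by Hill fit.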
USP1-UAF1 inh: Inhibitors of USP1/UAF1: Primary Screen | recombinant USP1/UAF1, Ub-Rhodamine cleavage fluorescence | Ubiquitin carboxyl-terminal hydrolase 1 (Homo sapiens), O94782 | Potency, µM (titrated, usually from 57.1 µM), inactives show at the top dose activity change, negative = inhibition, usual class: inhibitors | 390,000 tested, 0.23% active; also: potency is read from the fitted curve at half-maximal effect; % is scaled to controls: 0 for no effect and ±100 for the full control effect; nearly all actives have a fitted effect of over 60% in size; inactives centre near -12
Target sequence (O94782 whole entry, looked up): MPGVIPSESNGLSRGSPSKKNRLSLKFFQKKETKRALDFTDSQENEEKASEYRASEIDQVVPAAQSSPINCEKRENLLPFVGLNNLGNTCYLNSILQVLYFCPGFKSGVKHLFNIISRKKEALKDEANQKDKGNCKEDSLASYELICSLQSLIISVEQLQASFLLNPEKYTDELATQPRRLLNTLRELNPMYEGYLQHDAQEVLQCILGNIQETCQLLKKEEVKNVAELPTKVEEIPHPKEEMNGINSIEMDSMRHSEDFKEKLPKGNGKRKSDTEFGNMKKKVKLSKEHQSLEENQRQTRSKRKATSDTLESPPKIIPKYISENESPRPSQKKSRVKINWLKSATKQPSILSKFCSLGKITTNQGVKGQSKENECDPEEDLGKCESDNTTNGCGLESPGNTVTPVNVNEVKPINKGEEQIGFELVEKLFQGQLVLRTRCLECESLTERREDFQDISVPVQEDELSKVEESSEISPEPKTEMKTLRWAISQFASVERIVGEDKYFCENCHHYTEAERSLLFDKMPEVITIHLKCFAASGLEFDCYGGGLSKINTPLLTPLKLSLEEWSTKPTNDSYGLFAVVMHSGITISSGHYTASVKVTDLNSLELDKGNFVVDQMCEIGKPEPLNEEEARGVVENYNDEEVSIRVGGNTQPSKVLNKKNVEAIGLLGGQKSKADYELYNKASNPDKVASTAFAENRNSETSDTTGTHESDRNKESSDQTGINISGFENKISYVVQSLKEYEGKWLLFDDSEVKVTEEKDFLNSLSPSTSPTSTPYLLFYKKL
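In this screen, compounds sit with the deubiquitinase complex (1nM) for 15 min at room temperature before Ub-Rho is added at 150nM final. Fluorescence rise is then followed for 6 reads every 60 seconds.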
mIDH1 inhibitor: qHTS for Inhibitors of mutant isocitrate dehydrogenase 1 (IDH1): qHTS; Isocitrate dehydrogenase [NADP] cytoplasmic (Homo sapiens), O75874; IDH1-R132H enzyme, NADPH consumption, diaphorase/resazurin fluorescence; Potency, µM (highest dose often 76.6 µM), for the others: at the top dose activity change, negative = inhibition, usual class: inhibitors; 390,000 tested, 0.093% active; also: potency is read from the fitted curve at half-maximal effect; % is scaled to controls: 0 for no effect and ±100 for the full control effect; nearly all actives have a fitted effect of over 65% in size
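IDH1-R132H (0.5 ug/mL) preincubated 30 min with compound, then NADPH (0.016 mM) and alpha-KG (2 mM) added; 80 min at RT, pH 7.5. Remaining NADPH coupled via diaphorase/resazurin to fluorescence (540/590 nm); concentration-response curves normalized to no-enzyme control.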
Vif-A3G inh: qHTS for Inhibitors of Vif-A3G Interactions: qHTS | Potency, µM (titrated, usually from 46.1 µM), for inactives: top-dose activity, negative = active, usual class: inhibitors | HeLa A3G-eYFP + Vif (tagged APOBEC3G with the HIV-1 protein that degrades it), YFP fluorescence, overnight | 410,000 tested, 0.076% active | DNA dC->dU-editing enzyme APOBEC-3G (Homo sapiens), Q9HC16 | AID 602310, 2012;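 also: potency is read from the fitted curve at half-maximal effect; % is scaled to controls: 0 for no effect and ±100 for the full control effect; nearly all actives have a fitted effect of over 60% in size; hits raise eYFP signal because A3G escapes Vif-driven loss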
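HeLa cells stably expressing Vif and C-terminally eYFP-tagged A3G, seeded overnight at 37 deg C, then exposed to compound by pintool overnight at 37 deg C. Rise in yellow fluorescence (Ex 488/Em 500-530, Acumen) marks blocked Vif-driven A3G degradation.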
PI4K2A inh: qHTS for small molecular inhibitors of PI4K2A | Phosphatidylinositol 4-kinase type 2-alpha (Homo sapiens), Q9BTU6 | purified PI4K2A, ADP-Glo luminescence, 1 h; hits give low values | activity change, negative = inhibition, % at 76.9 µM | 420,000 tested, 0.13% active | AID 1346378, 2018; in the data active = activity change below about -50%; inconclusive = mostly about -30% to -49%;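 also: -100% = wells without enzyme as full effect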
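Compounds are screened against recombinant PI4K2A using PI as substrate and ATP, the latter dispensed at 300 microM. Reactions run one hour at ambient temperature before ADP-Glo detection; full inhibition defined by wells lacking enzyme.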
TrxR1 substrate: qHTS Assay for Substrates of Mammalian Selenoprotein Thioredoxin Reductase 1 (TrxR1): qHTS; 390,000 tested, 0.01% active; purified TrxR1 substrate turnover, NADPH consumption readout; Thioredoxin reductase 1, cytoplasmic (Rattus norvegicus), O89049; Potency, µM (doses to about 114 µM), without a hit: top-dose activity change, negative = substrate turnover; AID 588456, 2011; also: potency is read from the fitted curve at half-maximal effect; % is scaled to controls: 0 for no effect and ±100 for the full control effect; nearly all actives have a fitted effect of over 50% in size
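Rat TrxR1, dispensed at 90 nM, was prereduced with 400 uM NADPH (final) for 5 min at ~22 deg C, then incubated with compound 15 min before 400 uM selenite. A first-read NADPH fluorescence drop versus no-compound background flagged substrates.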
LDHA inh: qHTS assay for inhibitors of human lactate dehydrogenase; activity change, % (values are at about 110 or 230 µM); purified LDHA, NADH/diaphorase-resazurin fluorescence; hits give low values; AID 1347041, 2019; 480,000 tested, 0.15% active; in the data active = activity change below about -30%; inconclusive = mostly about -25% to -30%;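 also: plate controls were DMSO wells for no effect and wells without enzyme for full effect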
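Resorufin fluorescence (ex540/em590), read at 0 and 20 min after diaphorase/resazurin addition, reports the NADH left after a 5 min room-temperature reaction of 2 nM human LDH5 with 0.06 mM NADH and 0.2 mM pyruvate.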
Glioma ERSR ind: qHTS for Inducers of the Endoplasmic Reticulum Stress Response (ERSR) in Human Glioma: qHTS | U87-MG GRP78 promoter luciferase reporter, 16 h | 420,000 tested, 0.02% active | AID 602332, 2012 | Potency, µM, inactives show top-dose activation, actives largely listed as activators; also: potency is read from the fitted curve at half-maximal effect; series mostly up to about 76 µM; % of control where 0% means no effect; nearly all actives have a fitted effect of over 35% in size
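Stably transfected U87-MG glioma cells carrying a GRP78-based luciferase sensor; 16 h compound incubation. Luminescence end-point read 10 min after Bright-Glo addition at room temperature.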
Vif-APOBEC3F blk: qHTS for Inhibitors of Vif-A3F Interactions: qHTS; AID 602313, 2012; HeLa A3F-eYFP + Vif (tagged APOBEC3F with the HIV-1 protein that degrades it), YFP fluorescence increase; 390,000 tested, 0.2% active; Potency, µM (series often up to 46.1 µM), inactives show top-dose activity, negative = active; also: potency is read from the fitted curve at half-maximal effect; % of control where 0% means no effect; nearly all actives have a fitted effect of over 65% in size
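HeLa cells stably expressing Vif plus C-terminally eYFP-tagged A3F were seeded, incubated overnight at 37 deg C, dosed with compound, incubated overnight again at 37 deg C. Yellow fluorescence (Ex 488/Em 500-530) reported blocked Vif-mediated A3F-eYFP degradation.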
The depositor's hits bear a star; ? = inconclusive; · = no result given; [ ] = remark or other dose. Unless noted, calls follow the shape of the dose curve; as a rule, active = well fitted curve in the direction sought with a large enough effect; inconclusive = small, poorly fitted or top-dose-only effect, or another doubt; inactive = no such curve, though single readings can be large; an effect the other way counts as inactive or inconclusive. Not all compounds are listed; rates above refer to the full screens.

molecule	RXFP1 ag	USP1-UAF1 inh	mIDH1 inhibitor	Vif-A3G inh	PI4K2A inh	TrxR1 substrate	LDHA inh	Glioma ERSR ind	Vif-APOBEC3F blk
COC(=O)CC1c2cc(OC)c(OC)cc2CC(=O)c2cc(OC)c(OC)cc21 (configuration not stated)	4.9%	-12%	4%	-2%	-6	1%	17	-3%	-5%
CCOC(=O)c1cc(C)n(-c2ccc(Cl)cc2)c1C	1.8%	-8%	3%	-5%	2	-2%[57.1 µM]	-1	-11%	0%
O=C(NCC(=O)N1CCN(C(=O)c2ccco2)CC1)c1cccc(Cl)c1	0.6%	-5%	-5%	2%	0	3%	-11	0%	1%
CCCC(=O)Nc1ccc(NC(=O)c2cccs2)cn1	-2.1%	4%	-3%	0%	-3	-8%	-3	4%	-6%
Cc1[nH]c2ccccc2c1C(=O)COc1ccccc1F	-1.9%	-14%	22%	1%	0	2%[57.1 µM]	?	1%	-11%
O=CNc1ccc2c(c1)Cc1cccc(NC=O)c1-2	·	-18%	5%	-9%	-2	10%[57.1 µM]	-2	0%	9%
CC(=O)Nc1ccc(/C=C/c2nc3ccccc3s2)cc1	·	·	·	0%	·	-5%	-3	-2%	·
Cc1cc2occ(CC(=O)NNC(=O)c3ccccc3F)c2cc1C	-2.8%	-9%	-4%	-13%	-5	-5%	0	-2%	-3%
O=C(C(=O)N1CCN(c2ccc([N+](=O)[O-])cc2)CC1)c1cn(CC(=O)N2CCOCC2)c2ccccc12	2.4%	-20%	6%	3%	-1	-16%	0	-4%	9%
O=S(=O)(c1ccc(C2=CSC3=NCCN23)cc1)N1CCOCC1	-1.1%	-5%	12%	-3%	3	6%[57.1 µM]	-4	-2%	1%
COc1ccc(C(CNC(=O)c2ccc(S(=O)(=O)Nc3ccccc3F)cc2)N(C)C)cc1 (configuration not stated)	-0.8%	-12%	-2%	3%	1	-1%	0	-5%	-9%
CCOC(=O)c1c(C)oc2nc(C)nc(NCc3ccc(Cl)cc3)c12	0.2%	-1%	7%	1%	-3	-5%	-3	-2%	-1%
CC(=O)NS(=O)(=O)c1ccc(NC(=S)NC(=O)C(C)C)cc1	-0.7%	-19%	7%	-1%	-9	9%	3	-6%	-7%
COc1ccc(S(=O)(=O)N2CCN(Cc3nc4ccc(C)cc4o3)CC2)cc1	-1.9%	-8%	-10%	3%	-10	-5%[57.1 µM]	-2	-1%	-1%
Cn1c(SCC(=O)c2ccc(-c3ccccc3)cc2)nnc1-c1ccco1	-0.2%	?	6%	1%	-9	-2%[0.457 µM]	-1	1%	-7%
CC[C@]12c3[nH]c4cc(-c5ccco5)ccc4c3CCN1C(=O)[C@@H](CC(=O)NC(C)(C)C)C[C@@H]2C(=O)N1CCN(C(=O)c2ccco2)CC1	·	-14%	0%[38.3 µM]	-6%	-3	26%	1	-2%	3%
Cc1ccsc1/C=N/N=C/c1sccc1C	0.0%	-25%	0%	1%	-16	9%[2.29 µM]	2	-2%	5%
CC(C)n1c(=N)c(C(=O)NCCc2ccccc2)cc2c(=O)n3ccccc3nc21	7.5%	-18%	7%	1%	6	·	-2	-6%	8%
Cc1ccc2c(c1)c1c(n2C)-c2[nH]ncc2CC1	-3.2%	-18%	-4%	-9%	-5	43%[activator]	2	-7%	4%
CCOC(=O)C1CCCN(Cc2ccc(OC)cc2OC)C1 (configuration not stated)	3.2%	-10%	5%	2%	9	-8%	0	-3%	1%
CCN(CC)CCOC(=O)c1ccc(NC(=O)c2cc3cccc(OC)c3oc2=O)cc1	16%	-4%	1%	0%	-1	-2%[57.1 µM]	-10	-7%	-1%
CCOC(=O)C1CCCN(C(=O)c2[nH]c3ccccc3c2Sc2ccc(Cl)cc2)C1 (configuration not stated)	?	?	14%	-22%	-2	0%	9	2%	2%
COc1ccc(C(=O)Nc2ccc3c(c2)n(C)c(=O)n3C)cc1OC	0.9%	5%	0%	0%	-2	1%	-3	2%	0%
O=C(CSc1nc(=O)n2ccccc2n1)N1CCC(Cc2ccccc2)CC1	7.2%	-23%	5%	4%	-5	-2%	-2	-2%	1%
O=C(COc1ccc(Cl)cc1)Nc1nnc(C2=COCCO2)o1	0.0%	8%	-5%	-3%	2	10%[57.1 µM]	-3	1%	-2%
COC(=O)c1ccc(NC(=O)CC2C(=O)N(c3cccc(OC)c3)C(=O)N2Cc2cccc(OC)c2)cc1 (configuration not stated)	2.8%	-24%	-9%	0%	-6	-4%	-3	-1%	2%
CC1(Oc2cccc(C#N)c2)CCN(Cc2csc3ccccc23)C1 (configuration not stated)	·	·	·	-2%	0	·	0	1%	·
CC1=NN(c2cccc(C(=O)O)c2)C(=O)/C1=C\C=C\c1ccco1	-3.5%	?	6%	-5%	?	-7%	2	15%	?
NS(=O)(=O)c1ccc(CNC(=O)c2ccc3c(c2)OCO3)cc1	·	-6%	1%	1%	-2	8%	-5	-2%	4%
O=C(COc1nsnc1N1CCOCC1)Nc1ccccc1Cl	0.7%	-21%	-1%	0%	6	1%	-1	-1%	0%

The list continues.
molecule	RXFP1 ag	USP1-UAF1 inh	mIDH1 inhibitor	Vif-A3G inh	PI4K2A inh	TrxR1 substrate	LDHA inh	Glioma ERSR ind	Vif-APOBEC3F blk
CCOC(=O)C1CCN(CC(=O)N2CCCc3c2c(=O)oc2ccc(OCc4ccccc4)cc32)CC1	6.2%	-18%	0%	-2%	-3	-1%	2	-3%	-9%
CCOc1ccccc1NC(=O)CN(C)S(=O)(=O)c1ccc2nc(C)sc2c1	-0.7%	7%	·	·	-2	-5%	-12	·	·
COc1cccc(CNC(=O)C2CCN(Cc3cnn(-c4ccccc4)c3-n3cccc3)CC2)c1	4.2%	3%	-3%	3%	-2	5%[0.457 µM]	-3	-4%	3%
C=CCNC(=S)N1CCN(S(=O)(=O)c2ccc(C)cc2)CC1	0.0%	1%	-9%	1%	-2	-11%	-1	-3%	-1%
O=C(CC(c1ccccc1)c1ccccc1O)NCCN1CCOCC1 (configuration not stated)	2.4%	-5%	10%	-1%	-2	-3%	0	-6%	-1%
COc1ccccc1C(=O)Nc1c(C(=O)N2CCN(C)CC2)oc2ccccc12	3.7%	-18%	10%	1%	0	5%	0	-2%	-8%
N/C(=N\c1nc2c(c(=O)[nH]1)CCC2)Nc1cccc(Cl)c1	2.3%	-3%	8%	-25%	-4	28%	-6	-5%	-28%
CC(Cc1ccccc1)C(=O)NCc1ccncc1 (configuration not stated)	-1.0%	-26%	2%	1%	-1	2%	-4	-4%	-7%
O=C(c1cccc(Cl)c1)N1CCC2CC1c1cc(-c3ccccc3)ccc12 (configuration not stated)	·	-28%	5%[38.3 µM]	0%	0	7%	-2	-1%	0%
Cc1cc(C)c(CN2CCC(N3CCC(C(=O)NCC4CCCO4)CC3)CC2)cc1C (configuration not stated)	-0.2%	-25%	3%	2%	-1	-3%	-3	4%	0%
CCN(c1ccc(NC(=O)COC(=O)CCc2nc3ccccc3n2-c2ccccc2)cc1)C(C)C	0.1%	-23%	2%	0%	-4	9%[57.1 µM]	-2	0%	-7%
O=C(CS(=O)(=O)c1ccc(F)cc1)Nc1nccs1	-0.3%	-17%	-4%	7%	-8	6%[57.1 µM]	-2	-4%	13%
Cc1cc(=O)oc2cc(OC(C)C)ccc12	3.1%	-16%	4%	2%	8	143%[activator]	-7	0%	6%
CCOC(=O)C1=C(CN2CCN(c3cccc(OC)c3)CC2)NC(=O)NC1c1ccc(OC)cc1 (configuration not stated)	1.2%	-26%	-16%	10%	3	-1%	9	-4%	1%
C[C@H](CO)N1C[C@H](C)[C@@H](CN(C)S(=O)(=O)c2ccc(-n3cccn3)cc2)OCc2cn(nn2)CCCC1=O	·	-19%	-7%	-7%	2	·	-11	-1%	3%
CCOC(=O)CSC1=C(C#N)C(c2ccc(F)cc2)C(C(C)=O)=C(C)N1 (configuration not stated)	-0.6%	-17%	8%	-3%	-3	7%	-6	-4%	-7%
O=C(N/N=C/c1ccccc1OC(F)F)C1=COCCO1	0.9%	-9%	1%	1%	-2	1%[57.1 µM]	-3	0%	18%
CN(Cc1ccc(F)cc1)C(=O)COc1ccc2ccccc2c1	-1.1%	-17%	8%	-1%	3	-8%	-4	1%	-18%

High-throughput results (PubChem)
